HTRA1 inh = HTRA1 serine protease inhibitors, primary screen, biochemical, fluorescence polarization, HTS; inhibition, % at 5.96 µM; recombinant HTRA1, FP-rhodamine activity-based probe; Q92743; actives 0.5% (n = 340,000); in the data active means inhibition above about 36%;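 further: 0% = enzyme with DMSO and 100% = wells lacking enzyme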
LEDGF integ inh = blockers of LEDGF/p75-dependent integrase strand transfer – biochemical, TR-FRET, high throughput, primary screen | HIV-1 integrase (with human LEDGF/p75) | TR-FRET IN-LEDGF/p75 DNA integration, Eu/Cy5 | inhibition, % at 3.7 µM | actives 0.64% (n = 370,000);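 active means inhibition above the screen-wide mean plus 3 SD, cut at about 13% in these data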;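 further: signal is the Cy5 over europium emission ratio at 671 and 618 nm; 0% = plate median of compound wells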
PRMT1 inh = PRMT1 methyltransferase inhibitors, primary screen, biochemical, fluorescence polarization | Protein arginine N-methyltransferase 1 (Homo sapiens), Q99873 | inhibition, % at 2.79 µM | recombinant PRMT1, activity-based probe fluorescence polarization | actives 1.3% (n = 370,000);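 active means inhibition above about 21% made by adding two undisclosed values, limit read from the data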
TCR-CD3 inh = inhibitors of human TCR-CD3 interaction, primary screen, biochemical, fluorescence, TAMRA-labeled TCR probe; T-cell receptor (TCR); inhibition, % at 9.4 µM; actives 0.37% (n = 360,000); AID 651800, 2012; in the data active means inhibition above about 19%;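 further: recombinant mutant TCR 2C K166C tagged with TAMRA read by polarization; 0% = receptor in buffer alone and 100% = receptor with positive control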
UHRF1 binding = UHRF1 methylated DNA binding inhibitors, primary screen, counter-screen for MBD2 inhibitor project, biochemical, TR-FRET, human UHRF1, single concentration. inhibition, % at 4.4 µM. UHRF1 binding to methylated oligo. E3 ubiquitin-protein ligase UHRF1 (Homo sapiens), Q96T88. actives 0.75% (n = 370,000). AID 687016, 2013; in the data active means inhibition above about 21%;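 further: UHRF1 SRA domain binding a hemimethylated CpG hairpin DNA probe; 0% = median of test compound wells and 100% = reference inhibitor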
Target sequence (Q96T88 whole entry, looked up, the tested form may be a part): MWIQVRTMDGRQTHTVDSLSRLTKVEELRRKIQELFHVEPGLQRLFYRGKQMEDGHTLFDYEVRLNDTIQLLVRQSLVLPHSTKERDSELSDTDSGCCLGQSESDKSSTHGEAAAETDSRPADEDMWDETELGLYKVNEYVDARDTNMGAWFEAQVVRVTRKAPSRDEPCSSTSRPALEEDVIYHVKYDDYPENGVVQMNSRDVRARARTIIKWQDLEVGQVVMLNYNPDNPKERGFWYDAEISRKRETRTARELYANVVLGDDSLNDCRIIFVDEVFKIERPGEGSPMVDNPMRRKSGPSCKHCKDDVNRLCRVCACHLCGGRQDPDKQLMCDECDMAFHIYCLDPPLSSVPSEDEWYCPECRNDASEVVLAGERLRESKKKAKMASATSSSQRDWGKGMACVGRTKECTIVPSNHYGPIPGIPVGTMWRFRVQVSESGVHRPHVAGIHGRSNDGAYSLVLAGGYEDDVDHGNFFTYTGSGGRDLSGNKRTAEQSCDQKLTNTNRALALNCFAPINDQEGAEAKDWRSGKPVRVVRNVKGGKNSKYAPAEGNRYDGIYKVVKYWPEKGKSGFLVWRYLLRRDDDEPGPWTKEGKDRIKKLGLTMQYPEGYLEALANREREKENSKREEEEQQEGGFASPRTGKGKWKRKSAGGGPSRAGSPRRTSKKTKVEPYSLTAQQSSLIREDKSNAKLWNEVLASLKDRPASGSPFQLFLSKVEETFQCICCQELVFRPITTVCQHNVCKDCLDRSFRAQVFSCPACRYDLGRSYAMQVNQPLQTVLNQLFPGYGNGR
NR1D1 modulator = modulators of Rev-erb alpha DNA binding, primary screen, biochemical, FITC-DNA, fluorescence polarization, uHTS; Nuclear receptor subfamily 1 group D member 1 (Homo sapiens), P20393; Rev-erbα–FITC-DNA binding, 90 min; activity, % at 10 µM; actives 0.79% (n = 370,000); AID 1259318, 2017;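 active means activity above about 14%, limit read from the data; passing the limit was not always enough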;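 further: 0% = DMSO wells with 35 nM protein and 100% = DMSO wells with 750 nM protein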
PG9 Ab binder = binders of HIV-1 gp120 antibody PG9, primary screen, biochemical, TR-FRET; inhibition, % at 6.7 µM; actives 0.43% (n = 360,000); TR-FRET gp120-PG9 antibody binding; in the data active means inhibition above about 8.5%
rCAG RNA binder = binders of r(CAG) RNA repeats, primary screen, biochemical, fluorescence; r(CAG) RNA repeat, TO-PRO-1 dye displacement fluorescence; inhibition, % at 3 µM; actives 1.3% (n = 370,000);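 active means inhibition above the plate cutoff, the mean of all test compounds on that plate plus 3 SD, cut at about 35% in these data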;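 further: 0% = DMSO alone and 100% = 100 µM mitoxantrone as full dye displacement; higher means more dye released from RNA so lower well fluorescence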
ABHD4 inh = ABHD4 inhibitors, primary screen, biochemical, fluorescence polarization, mouse. (Lyso)-N-acylphosphatidylethanolamine lipase (Mus musculus), Q8VD66. purified mABHD4, FP-Rh probe fluorescence polarization. inhibition, % at 8.92 µM. actives 0.54% (n = 370,000);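 active means inhibition exceeding the mean over every tested compound plus 3 SD, cut at about 30% in these data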;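 further: 0% = plate median of compound wells and 100% = S159A mutant with DMSO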
Target sequence (Q8VD66 whole entry, looked up): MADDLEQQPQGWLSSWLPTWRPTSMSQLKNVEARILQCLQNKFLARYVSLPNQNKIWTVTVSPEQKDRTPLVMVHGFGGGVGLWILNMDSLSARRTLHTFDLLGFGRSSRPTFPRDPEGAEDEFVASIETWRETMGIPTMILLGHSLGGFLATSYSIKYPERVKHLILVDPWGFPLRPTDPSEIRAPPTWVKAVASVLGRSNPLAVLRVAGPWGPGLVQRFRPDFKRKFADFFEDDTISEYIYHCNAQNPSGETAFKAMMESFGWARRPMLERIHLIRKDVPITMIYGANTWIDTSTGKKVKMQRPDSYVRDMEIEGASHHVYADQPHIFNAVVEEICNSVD
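Assay system: mABHD4 protein; medium: HEPES pH 7.0, NaCl, Pluronic buffer; dosing: 8.92 µM, single dose; schedule: 45 min + 60 min at 25 °C; signal: FP readout, ex 525 nm / em 598 nm; read-out: normalized percent inhibition of probe labeling; repeats: single replicate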
MBD2 DNA inh = inhibitors of MBD2 binding to methylated DNA, primary screen, biochemical, TR-FRET, DNA-binding domain, human. Methyl-CpG-binding domain protein 2 (Homo sapiens), Q9UBB5. MBD2 binding to methylated oligonucleotide. inhibition, % at 4.4 µM. actives 0.31% (n = 370,000); in the data active means inhibition above about 13%
Numbers without * were called inactive; x = not tested or not shown. These rows are one share of the data; the hit share may differ from the screen's.

SMILES	HTRA1 inh	LEDGF integ inh	PRMT1 inh	TCR-CD3 inh	UHRF1 binding	NR1D1 modulator	PG9 Ab binder	rCAG RNA binder	ABHD4 inh	MBD2 DNA inh
COC(=O)C(C(=O)OC)[C@@H]1C=C[C@H](C[N+](=O)[O-])N(C(C)=O)C1	0	0	0	-4	10	-3	0.1	2	2	-1
CC1(C(=O)NS(=O)(=O)C2CC2)CCN(C(=O)c2c(F)cccc2F)C1 (configuration not stated)	x	-3	3	-5	1	-6	-0.3	1	3	-1
O=c1oc(=O)c2ccccc2c2ccccc12	-2	2	-2	-1	1	-4	-0.8	3	1	-1
CC(C)(C)c1ccc(CCC(CC(=O)O)CC(=O)O)cc1	1	-8	5	-1	4	-1	0.8	5	-8	8
Cc1ccc(-c2nc(C3CCN(S(C)(=O)=O)CC3)no2)cc1	-1	-1	-1	3	1	-3	1.8	-2	-3	3
CCS(=O)(=O)c1nc(S(=O)(=O)c2ccc(Cl)cc2)c(N2CCN(CCO)CC2)s1	-9	-1	0	5	-3	-5	-1.8	-3	1	1
O=C(NNC1=C(C(=O)C(F)(F)F)CCC1)c1ccc(Br)cc1	15	4	-1	0	-5	-6	-0.8	4	-7	-3
O=C(CSc1nnc(CNC(=O)c2ccccc2F)o1)NC1CCCCC1	1	0	-1	-7	-1	-8	-2.5	3	-10	-1
COc1ccc(-n2cnnc2SCC(=O)Nc2nc(C)c(Cl)cc2Cl)cc1	-5	3	-2	7	-1	-1	0.1	-4	2	-5
C[C@@H]1CN([C@@H](C)CO)C(=O)CCCn2nncc2CO[C@H]1CN(C)Cc1cccc2c1OCCCO2	-2	4	-1	-2	0	-1	-1.5	1	1	1
CC1CCCC(C)N1/N=C/c1ccc(C#N)cc1 (configuration not stated)	-4	3	-2	-3	6	-2	-1.4	-2	3	-1
CCOCCOCN(C#N)c1nc(OC)nc(N(C)C)n1	4	-1	1	4	1	2	-1.4	0	5	2
COc1cc(C(=O)NNC(=O)COc2ccc(Cl)cc2)ccc1OCC(=O)N1CCOCC1	5	-1	-4	3	-4	-4	-1.0	2	3	-4
Cc1cc(OCC(=O)Nc2ccncc2)ccc1Cl	-5	1	-3	0	1	1	-1.0	-5	-5	0
CCn1nnnc1SCC(=O)N1c2ccccc2NC(=O)CC1C (configuration not stated)	1	0	1	-1	-1	1	1.3	4	0	-1
COc1cc(C)ccc1OCc1cc(C(=O)N(Cc2nccn2C)C(C)C)no1	0	-1	5	0	7	6	-0.1	-4	-21	11
O=C(COC(=O)CCS(=O)(=O)c1ccccc1)Nc1ccccc1	2	4	-2	-3	1	0	0.1	4	1	-6
O=C(Nc1ccc(F)c(Cl)c1)C1Cc2c(-c3ccc4c(c3)OCO4)ccnc2O1 (configuration not stated)	x	3	0	29*	1	7	-1.5	4	-6	-5
COC(=O)[C@@]12C[C@@H](CC(=O)NCCC(C)C)C(=O)N(Cc3ccccc3)C1=CCC(C)(C)C2	x	-1	2	3	-1	0	-1.9	-1	4	1
C/C=C(\NC(C)=O)c1ccccc1	-3	-1	-2	1	-1	-1	0.9	-1	1	4
Cc1ccc(SC(C)C(=O)Nc2cccc(N(C)S(C)(=O)=O)c2)cc1 (configuration not stated)	-3	0	2	-11	0	-2	0.1	0	2	4
Cc1ccc(S(=O)(=O)CCC(=O)Nc2nnc(CC(C)C)s2)cc1	-2	-8	1	-5	4	4	-0.1	-6	-2	0
CCCCc1ccc(S(=O)(=O)NCCc2ccncc2)cc1	0	-1	0	-5	0	-1	-1.2	-3	-4	0
O=C(Nc1ccccc1)OCc1cc(-c2ccc(Cl)cc2)on1	-10	-1	-1	2	-1	0	0.4	5	-11	-7
O=C(c1cccc(NS(=O)(=O)c2ccccc2)c1)N1CCCCC1	3	1	-1	8	-1	1	-0.4	0	1	0
Clc1ccc(-n2nnnc2CN2CCOCC2)cc1	4	3	0	-2	1	1	-0.8	-1	2	-2
COc1ccc(NC(=O)/C(C#N)=C\c2ccc(-c3cc(C(=O)O)ccc3C)o2)cc1	-1	-1	3	8	12	0	-4.1	59*	11	3
O=C(O)C(Cc1ccccc1)n1c(=S)[nH]c2ccccc2c1=O (configuration not stated)	10	0	-3	-4	-2	1	-0.2	2	-5	-4
COc1ccc(COC(=O)c2ccc(Br)c(S(=O)(=O)N3CCOCC3)c2)cc1F	-32	0	0	-3	0	-2	0.3	1	-11	-5
CC1CCCCN1C(=O)Cn1c(=O)oc2cc(S(=O)(=O)N3CCCC3)ccc21 (configuration not stated)	4	-4	0	14	-1	-5	-1.0	2	1	2
CC(C)C[C@@H]1CC2=C(C(=O)OC(C)(C)O2)[C@H](c2ccc(Cl)cc2)O1	x	-2	-3	-8	-1	0	-2.0	-1	-4	7
CCOC(=O)c1c(S(=O)(=O)N2CCCCC2C)c(C)n(C)c1C (configuration not stated)	7	-3	1	-1	0	4	1.3	-6	1	0
CC(OC(=O)c1ccc(O)cc1)C(=O)Nc1cc(C(F)(F)F)ccc1Cl (configuration not stated)	-25	2	2	3	0	-6	1.4	2	-26	1
O=[N+]([O-])c1cccc(C(=Nc2cccc(Cl)c2)NO)c1	-4	4	6	-6	1	-2	2.8	0	-13	3
COc1cccc(N(C(=O)CNC(=O)c2ccco2)C(C(=O)NC2CCCC2)c2cccnc2)c1 (configuration not stated)	-4	-2	-1	-3	-3	-1	-2.3	-4	2	0
Cc1ccc(-n2c(CNc3cccc(Cl)c3)n[nH]c2=S)cc1	-6	4	13	5	-4	-2	-0.6	10	-4	2

An excerpt of these results, bar-delimited.
mol | HTRA1 inh | LEDGF integ inh | PRMT1 inh | TCR-CD3 inh | UHRF1 binding | NR1D1 modulator | PG9 Ab binder | rCAG RNA binder | ABHD4 inh | MBD2 DNA inh
COc1ccc(COC(=O)c2ccc(Br)c(S(=O)(=O)N3CCOCC3)c2)cc1F | -32 | 0 | 0 | -3 | 0 | -2 | 0.3 | 1 | -11 | -5
COc1cccc(N(C(=O)CNC(=O)c2ccco2)C(C(=O)NC2CCCC2)c2cccnc2)c1 (configuration not stated) | -4 | -2 | -1 | -3 | -3 | -1 | -2.3 | -4 | 2 | 0
O=C(c1cccc(NS(=O)(=O)c2ccccc2)c1)N1CCCCC1 | 3 | 1 | -1 | 8 | -1 | 1 | -0.4 | 0 | 1 | 0
Cc1ccc(-n2c(CNc3cccc(Cl)c3)n[nH]c2=S)cc1 | -6 | 4 | 13 | 5 | -4 | -2 | -0.6 | 10 | -4 | 2
CCOC(=O)c1c(S(=O)(=O)N2CCCCC2C)c(C)n(C)c1C (configuration not stated) | 7 | -3 | 1 | -1 | 0 | 4 | 1.3 | -6 | 1 | 0

Next section
SMILES	HTRA1 inh	LEDGF integ inh	PRMT1 inh	TCR-CD3 inh	UHRF1 binding	NR1D1 modulator	PG9 Ab binder	rCAG RNA binder	ABHD4 inh	MBD2 DNA inh
CCC(=O)Nc1nc2ccc(NC(=O)COc3ccccc3)cc2s1	-4	4	4	0	12	9	-0.6	-6	5	4
O=S(=O)(NCc1ccc2c(c1)OCO2)c1cccc2cccnc12	-5	1	1	-9	5	-3	0.9	-3	1	1
Clc1ccc(-c2cccc3nccn23)c(Cl)c1	x	-1	-1	1	-3	4	0.2	2	1	1
O=[N+]([O-])c1ccc2nc[nH]c2c1	-2	-3	5	-4	0	-5	-1.4	0	7	1
CCc1noc(C)c1C(=O)Nc1nnc(C(CC)CC)s1	11	0	0	-1	-3	-6	0.8	1	0	-3
CC(C)(C)NC(=O)NC(=O)COC(=O)CNC(=O)c1cc(Cl)cc([N+](=O)[O-])c1	-9	-1	0	-1	-1	1	2.6	-2	9	-2
COc1ccc(NC(=O)CN(C)C(=O)CSc2nc3ccccc3s2)cc1	-17	0	3	-7	1	-6	-1.3	6	-19	-2
CCO/C=C1\N=C(c2ccc(F)cc2)OC1=O	3	-2	-1	0	-4	-1	0.3	0	1	3
CCn1c(-c2ccc(C)cc2)n[nH]c1=S	-2	-1	-1	6	0	-5	1.1	0	-2	2
Cc1ccc(CSCC(=O)NCCCN2CCOCC2)cc1	6	-1	0	0	-2	-4	-2.5	-4	7	0
CCOc1ccc(OCC(=O)OCC(=O)N2CCN(S(=O)(=O)c3ccc(C)cc3C)CC2)cc1	1	4	-3	-2	3	-8	0.0	-1	3	-6
CC1Cc2ccccc2N1S(=O)(=O)c1cccc(C(=O)N2CC(=O)Nc3ccccc32)c1 (configuration not stated)	-7	1	-2	6	-1	-4	-1.2	-2	-3	-2
Cc1ccc(Nc2cc(C)nc3c(C)ccc([N+](=O)[O-])c23)cc1	15	-3	-1	8	0	3	-3.3	-1	14	-2
CC(NC(=O)c1ccccc1NC(=O)CN1CCN(c2ccccc2O)CC1)c1ccccc1 (configuration not stated)	-10	4	-11	3	-2	-1	-1.7	2	-4	5
COC(=O)c1ccc(NC(=O)c2c(Br)cnn2C)cc1	5	3	0	7	-9	-4	-0.5	-4	4	-7
Cc1cccc2c1cnn2C(=O)Nc1ccc(Br)cc1F	-1	0	4	-3	13	3	0.1	0	-7	6
CCN(CCn1cccn1)Cc1nc(-c2ccc(OC)cc2)no1	-5	-1	-1	3	0	-2	1.0	1	4	1
CC(C)(C)OC(=O)N(Cc1ccccc1)Cc1ccc(OCc2cccc(NC(=O)c3ccccc3)c2)cc1	-57	5	-2	4	0	1	-0.1	10	-21	-1
Cc1cccc(-n2ccnc2SCC(=O)Nc2nccs2)c1	0	1	-1	-2	0	0	-0.6	-6	-3	5
Cc1nnc(NC(=O)CCSCCC(=O)Nc2nnc(C)s2)s1	-5	-2	29*	-1	8	-4	0.1	10	0	-2
CCCCOCC1CN(CCCC)S(=O)(=O)c2c(cccc2Sc2ccc(SC)cc2)O1 (configuration not stated)	x	5	-4	1	8	4	-2.1	6	0	-1
COc1ccc(C(=O)NCC2(N3CCCCC3)CCCCC2)cc1S(=O)(=O)N(C)C	-6	-2	-1	0	1	-2	-0.7	3	5	3
O=C(CCCc1nc(-c2ccccc2)no1)NC1CCCC1	0	4	-3	2	-1	-2	-1.5	-3	1	3
COc1nc(-c2cnccn2)sc1C	-1	1	-1	8	0	1	3.0	-2	-1	1
COc1ccc([N+](=O)[O-])cc1NC(=O)CCN1CCN(c2ccccc2)CC1	3	5	-3	8	-4	2	-0.6	-4	1	-4
CC(=O)Nc1ccc2oc(C)nc2c1	7	7	-4	-8	0	2	-1.9	0	-9	0
O=C(CNC(=O)c1ccc(C(F)(F)F)cc1)NC1CC1	-3	0	-3	-1	5	-1	-1.4	1	-4	3
COc1ccc(S(=O)(=O)N(C)C[C@@H]2Oc3cc(Br)ccc3S(=O)(=O)N([C@H](C)CO)C[C@@H]2C)cc1	-29	-3	6	-5	1	2	0.7	5	-8	0
Cc1onc(-c2ccccc2)c1C(=O)OCC(=O)Nc1ccc(Cl)cc1	-16	8	-5	2	-2	-1	-3.0	-1	-13	-9
CCOc1cc(NC(=O)c2cccs2)c(OCC)cc1NC(=O)c1ccccn1	-4	-2	2	-7	1	-8	-0.3	-3	2	-1
CCCCCCC(=O)Nc1nnc(CC)s1	4	0	1	-4	2	-4	-0.3	0	-2	0

Bioassay records: PubChem, several laboratories
